NCI-60 one-dose screen, 48 h, at 10 µM unless noted. Numbers give growth in % (100 = growth as untreated, 0 = no growth, -100 = all killed).
CCRF-CEM = CCRF-CEM leukemia; 77,000 compounds, 7% hits
A549/ATCC = A549/ATCC NSCLC | 81,000 compounds, 3.7% hits
EKVX = EKVX NSCLC. 71,000 compounds, 3% hits. AID 1794765
M14 = M14 melanoma; 80,000 compounds, 6.2% hits
HOP-92 = HOP-92 NSCLC cells | 71,000 compounds, 6.3% hits | AID 1794738
SK-MEL-5 = SK-MEL-5 melanoma; 80,000 compounds, 6.4% hits
SK-MEL-28 = SK-MEL-28 melanoma | 81,000 compounds, 4.1% hits | AID 1794761
HOP-62 = HOP-62 NSCLC; 80,000 compounds, 3.9% hits
* hit, by the source's call; . = not tested or not shown; & = joins results of further samples; [ ] = remark or other dose. Rule for the calls: active = growth percent below 10; inactive = the rest.

1) COc1ccc(/C=N\NC(=O)c2cnn(CC(O)c3ccccc3)c2N)cc1OCc1cccc(F)c1 (stereo unspecified)
2) NC(=S)NNC(=O)c1ccncc1
3) CC(Cl)(CCl)CS(=O)(=O)c1ccc(Cl)cc1 (stereo unspecified)
4) N#CC1=C(N)Oc2c(sc3c(Br)cccc23)C1c1ccc(Br)cc1 (stereo unspecified)
5) CCCCOc1ccccc1[N+](=O)[O-]
6) OC1COC(c2ccccc2)OC1C(O)C1OC(c2ccccc2)OCC1O (stereo unspecified)
7) CCOC(=O)C1CCCC1=O (stereo unspecified)
8) Cc1ccccc1Nc1cc(=O)[nH]c(N)n1
Assay by compound,1,2,3,4,5,6,7,8
CCRF-CEM,43,.,109,10,108,118,79&99,116
A549/ATCC,88,97,89,26,97,98,98&103,102
EKVX,89,112,103,46,96,.,95&107,102
M14,87,99,104,-0.6*,108,94,96&113,105
HOP-92,102,105,90,35,83,91,82&112,111
SK-MEL-5,90,101,100,16,110,103,102&109,102
SK-MEL-28,98,108,117,51,119,113,108&123,112
HOP-62,91,103,95,22,.,105,94&109,121

9) O=C1Nc2ccc(Cl)cc2C12NCCc1cc(O)c(O)cc12 (stereo unspecified)
10) C=CC(=O)OCCCCCCC
11) Cc1cc([N+](=O)[O-])ccc1NC(=O)OC(C)C
12) CCCCCN(CCCCC)CC(=O)c1ccc2cc(Br)c3ccccc3c2c1
13) CC(C)(C)n1cc(-c2ccnc(NCCNS(=O)(=O)c3ccc(Br)cc3)c2)c(-c2cccc(F)c2)n1
14) O=C1C2CC(O)Cc3cc(F)ccc3N2C(=O)CN1CCO (stereo unspecified)
15) CC(=O)Oc1ccccc1OC(C)=O
16) CC(=O)O[C@H]1CC[C@@]2(C)C(=CC[C@@H]3[C@@H]2CC[C@]2(C)C(Cl)=C(c4nc5ccccc5[nH]4)C[C@@H]32)C1
Assay by compound,9,10,11,12,13,14,15,16
CCRF-CEM,115,123,.,105,85,103,14,72
A549/ATCC,109,73,105,103,86,82,80,84
EKVX,85,93,.,109,82,102,91,87
M14,102,102,112,110,99,99,72,69
HOP-92,121,92,.,.,.,101,74,123
SK-MEL-5,94,100,99,100,84,104,81,81
SK-MEL-28,102,105,105,112,110,100,106,84
HOP-62,94,83,.,96,99,100,102,105

17) COC(=O)C(C)C1Sc2ccccc2NC1=O (stereo unspecified)
18) CC(C)CCC[C@@H](C)[C@H]1CC[C@H]2[C@@H]3C[C@@H]4O[C@@]45C[C@@H](O)CC[C@]5(C)[C@H]3CC[C@]12C
19) O=C(NNCc1ccccc1)c1ccccn1
20) O=C(Nc1ccccc1)Nc1ccc(C(=O)/C=C/c2ccc(N3CCCCC3)cc2)cc1
21) Oc1ccc2c(c1)OCO2
22) O=C1NC(=O)C(c2coc3ccc(F)cc23)=C1c1c[nH]c2ccc(Br)cc12
23) COc1cccc(-c2nn(-c3ccccc3)cc2-c2ccnc(-c3cccnc3)c2)c1
24) COc1ccccc1N1CCN(CCn2c(=O)c3sc4ccccc4c3n(C)c2=O)CC1
Assay by compound,17,18,19,20,21,22,23,24
CCRF-CEM,96,99,104,84,.,70,99,96
A549/ATCC,117,84,101,82,98,80,96,68
EKVX,111,103,100,100,.,84,93,107
M14,112,98,107,98,93,88,93,109
HOP-92,82,106,97,104,84,71,95,92
SK-MEL-5,103,95,110,87,103,76,81,99
SK-MEL-28,129,102,112,97,104,97,100,103
HOP-62,88,102,98,98,107,88,97,82

25) CC1=C2[C@@H](CC1)[C@]1(C)O[C@@](c3ccccc3)(C[C@H]1OC(=O)CO)[C@H]2OC(=O)/C=C/c1ccccc1
26) C=C1CCC2C3(C)COC(c4c(OC)cccc4OC)OC3CCC2(C)C1C/C=C1/C(=O)OCC1O (stereo unspecified)
27) CC12CCCC(=O)C1CC/C(=C\c1ccco1)C2=O (stereo unspecified)
28) CC(C)(C)OC(=O)NC(CSCc1ccccc1)C(=O)ON1C(=O)CCC1=O (stereo unspecified)
29) [O-][N+]1(CCc2ccccc2)CCCCC1
30) COc1ccc(/C=C/[C@H]2O[C@@H](C)[C@H](O)[C@@H]2O)c(OC)c1
31) CCOC(=O)Cn1c(=O)c2nnc(C)n2c2ccccc21
32) COc1cc(/C(C)=C(\c2ccc(Cl)cc2)c2ccc(OCCN3CCOCC3)cc2)ccc1F
Assay by compound,25,26,27,28,29,30,31,32
CCRF-CEM,77,-33*,99,97,.,98,97,87
A549/ATCC,74,48,104,106,93,104,103,85
EKVX,83,97,.,113,98,100,.,82
M14,97,40,105,104,100,97,103,93
HOP-92,96,47,134,92,.,103,104,79
SK-MEL-5,89,65,103,114,115,102,104,90
SK-MEL-28,117,97,111,120,110,103,108,97
HOP-62,100,104,115,105,100,104,94,97

33) O=C(O)c1ccccc1Nc1cccc([N+](=O)[O-])c1
34) COC(=O)C[C@](O)(CCCC(C)(C)O)C(=O)O[C@@H]1C(OC)=C[C@]23CCC(=O)N2CCc2cc4c(cc2[C@H]13)OCO4
35) CNC(=O)[C@H](O)[C@@H](N)Cc1ccccc1
36) CC(C)CNCC(=O)Nc1ccc(-c2ccc(NC(=O)CNCC(C)C)cc2)cc1
37) CN(/C=C(\C#N)S(=O)(=O)c1ccccc1)Cc1ccccc1
38) COc1ccc(C2CC(c3ccc(Nc4nc(Nc5ccc(F)cc5)nc(Nc5ccc(F)cc5)n4)cc3)=NN2C(C)=O)cc1 (stereo unspecified)
39) c1csc(-c2[nH]nc3c2CCc2ccccc2-3)c1
40) Cc1nc2cc(Nc3nc(Nc4ccc(F)cc4)nc(-c4ccc(Cl)cc4)n3)ccc2n1Cc1ccccc1
Assay by compound,33,34,35,36,37,38,39,40
CCRF-CEM,96,105,100,72,90,23,98,3.9*
A549/ATCC,95,109,107,88,95,82,89,57
EKVX,.,103,100,102,112,95,.,.
M14,97,102,108,89,96,100,107,58
HOP-92,.,130,81,64,99,-14*,.,35
SK-MEL-5,95,101,101,104,102,72,85,83
SK-MEL-28,105,104,106,110,105,110,104,93
HOP-62,112,95,117,101,109,97,91,81

The closing two entries of the part above are carried over, then new ones follow.
39) c1csc(-c2[nH]nc3c2CCc2ccccc2-3)c1
40) Cc1nc2cc(Nc3nc(Nc4ccc(F)cc4)nc(-c4ccc(Cl)cc4)n3)ccc2n1Cc1ccccc1
41) COC(=O)[C@@H](Cc1ccccc1)NC(=O)[C@H](Cc1ccccc1)NCc1cccc(O)c1
42) Nc1ncnc2c1ncn2CCOc1nc(Oc2ccccc2C(=O)O)cc(-c2ccco2)n1
43) C=C(C)C(=O)O[C@H]1C[C@@]2(C)OC(=CC2=O)[C@H](C)[C@H](O)[C@H]2OC(=O)C(=C)[C@@H]21
44) O=C(/C=C\C(=O)OCCOc1ccccc1)OCCOc1ccccc1
45) O=C(CSc1nnc(-c2ccc3nc(-c4ccccc4)[nH]c3c2)o1)Nc1ccc(Br)cc1
46) CCOC(=O)c1cc(Cl)ccc1NS(C)(=O)=O
47) Clc1ccc(CNc2c3ccccc3nc3ccccc23)cc1
48) O=C1/C(=C/c2ccccc2F)CNC/C1=C\c1ccccc1F
Assay by compound,39,40,41,42,43,44,45,46,47,48
CCRF-CEM,98,3.9*,95,92,7.9*,96,39,100,30,-36*
A549/ATCC,89,57,92,98,95,92,66,110,39,-11*
EKVX,.,.,109,97,74,103,81,98,63,22
M14,107,58,99,117,72,100,52,104,53,-47*
HOP-92,.,35,102,93,70,106,135,90,26,17
SK-MEL-5,85,83,100,106,88,99,87,96,61,-88*
SK-MEL-28,104,93,119,107,62,118,77,110,80,-91*
HOP-62,91,81,96,105,93,101,92,99,53,-64*

49) CCOC(=O)C1NN(c2ccc(S(N)(=O)=O)cc2)c2nc3nc(-c4ccc(OC)cc4)cc(-c4cccs4)c3c(=O)n21 (stereo unspecified)
50) C=C1C(=O)O[C@@H]2C3C(=C(C)CC[C@@H]12)CC1O[C@]13C (stereo partly specified)
51) O=C(O)c1cc(N2C(=O)/C(=C\c3ccc(-c4ccccc4F)o3)SC2=S)ccc1O
52) COc1ccc2c(c1)/C(=C\c1c[nH]c3ccc(F)cc13)C(=O)N2
53) CN(C)CCN1c2ccccc2Sc2ccc3ccccc3c21
54) Cc1cc([N+](=O)[O-])ccc1NC(=O)CSC#N
55) COc1ccccc1CNCCCN1C(=O)c2ccc3c4c(ccc(c24)C1=O)C(=O)N(CCCNCCCCNCCCN)C3=O
56) O=[N+]([O-])c1c(Cl)ncnc1Cl
Assay by compound,49,50,51,52,53,54,55,56
CCRF-CEM,.,23[6.75 µM],112,79,102,98,-19*,99
A549/ATCC,100,90[6.75 µM],107,70,79,99,-48*,93
EKVX,92,92[6.75 µM],92,65,95,111,-41*,.
M14,97,65[6.75 µM],102,105,90,102,-71*,118
HOP-92,77,102[6.75 µM],104,.,51,74,5.2*,86
SK-MEL-5,86,56[6.75 µM],98,97,88,101,-99*,111
SK-MEL-28,99,90[6.75 µM],105,105,113,108,-76*,105
HOP-62,125,94[6.75 µM],116,89,95,101,-55*,104

57) CC[C@@H](C(=O)[C@@H](C)[C@@H](O)[C@H](C)[C@@H]1O[C@@H]([C@@H](CC)C(=O)ONC(=O)c2ccccc2O)CC[C@@H]1C)C1O[C@]2(C=CC(=O)[C@]3(CC[C@@](C)([C@H]4CC[C@](O)(CC)[C@H](C)O4)O3)O2)[C@H](C)C[C@@H]1C (stereo partly specified)
58) CNc1nc(-c2ncccc2C)nc2sccc12
59) Oc1ccc(/C=N/Nc2nc(N/N=C/c3ccc(O)c(O)c3)nc(N3CCCCC3)n2)cc1O
60) O=c1[nH]c2ccc(Oc3ncccn3)cc2c(=O)n1Cc1cccc(NS(=O)(=O)c2cccc(Cl)c2)c1
Assay by compound,57,58,59,60
CCRF-CEM,37,93,91,84
A549/ATCC,24,83,100,96
EKVX,45,99,98,94
M14,64,87,103,93
HOP-92,37,106,109,60
SK-MEL-5,11,94,95,87
SK-MEL-28,73,111,107,88
HOP-62,58,98,111,88

Of the compounds above, 7 contain an NH in an aromatic ring:
8) Cc1ccccc1Nc1cc(=O)[nH]c(N)n1
16) CC(=O)O[C@H]1CC[C@@]2(C)C(=CC[C@@H]3[C@@H]2CC[C@]2(C)C(Cl)=C(c4nc5ccccc5[nH]4)C[C@@H]32)C1
22) O=C1NC(=O)C(c2coc3ccc(F)cc23)=C1c1c[nH]c2ccc(Br)cc12
39) c1csc(-c2[nH]nc3c2CCc2ccccc2-3)c1
45) O=C(CSc1nnc(-c2ccc3nc(-c4ccccc4)[nH]c3c2)o1)Nc1ccc(Br)cc1
52) COc1ccc2c(c1)/C(=C\c1c[nH]c3ccc(F)cc13)C(=O)N2
60) O=c1[nH]c2ccc(Oc3ncccn3)cc2c(=O)n1Cc1cccc(NS(=O)(=O)c2cccc(Cl)c2)c1
Assay by compound,8,16,22,39,45,52,60
CCRF-CEM,116,72,70,98,39,79,84
A549/ATCC,102,84,80,89,66,70,96
EKVX,102,87,84,.,81,65,94
M14,105,69,88,107,52,105,93
HOP-92,111,123,71,.,135,.,60
SK-MEL-5,102,81,76,85,87,97,87
SK-MEL-28,112,84,97,104,77,105,88
HOP-62,121,105,88,91,92,89,88

Compound activity from PubChem BioAssay.

Compounds as they come. About 12% of those tested had a hit in this group.
